# M1 ag parental = M1 agonist counterscreen hit in parental CHO-K1 cells; AID 602248; Fluo-8 calcium fluorescence; scaled to maximal ATP response, vehicle zero; 360,000 compounds, 0.48% hits; activation, % at 3 µM; in the data active means activation above about 15%;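 further: untransfected CHO-K1 host cells lacking M1 receptor as counterscreen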
# CHRM4 agonist = agonists of human muscarinic M4 receptor (CHRM4). AID 624127. P08173. 360,000 compounds, 0.14% hits. activation, % at 3 µM. CHO-K1 hM4/Gqi5, Fluo-8 calcium fluorescence; vehicle 0%, full acetylcholine response 100%;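 active means activation above the run mean over all test wells plus 3 SD, cut at about 32% in these data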;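 further: peak over basal fluorescence ratio per well then scaled between controls; 0% = DMSO wells and 100% = acetylcholine at EC100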
# Target sequence (P08173 whole entry, looked up): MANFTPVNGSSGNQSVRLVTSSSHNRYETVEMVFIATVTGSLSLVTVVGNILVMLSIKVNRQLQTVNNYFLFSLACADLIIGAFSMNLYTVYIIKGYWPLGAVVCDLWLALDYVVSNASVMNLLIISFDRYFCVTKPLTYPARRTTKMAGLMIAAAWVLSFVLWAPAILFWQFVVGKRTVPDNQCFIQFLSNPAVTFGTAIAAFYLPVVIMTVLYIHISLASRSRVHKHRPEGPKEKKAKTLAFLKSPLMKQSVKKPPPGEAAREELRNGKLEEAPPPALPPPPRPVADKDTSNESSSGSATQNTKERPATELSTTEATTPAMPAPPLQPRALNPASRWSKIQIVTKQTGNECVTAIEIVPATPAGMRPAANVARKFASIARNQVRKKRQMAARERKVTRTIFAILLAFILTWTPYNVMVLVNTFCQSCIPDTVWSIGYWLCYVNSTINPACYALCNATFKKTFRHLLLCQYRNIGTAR
# OXTR potentiator = human OXTR potentiation. CHO-OTR cells, Fluo-8 calcium fluorescence, potentiator mode; 0% = oxytocin EC15, 100% = EC100. activation, % at 3 µM. 320,000 compounds, 0.061% hits;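 active means activation above that plate's cutoff, the mean activation of tested compounds plus 3 SD, cut at about 6.6% in these data, passing the limit was not always enough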;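 further: 100% uses oxytocin at 75 nM as the full agonist control; some results filed as inactive read as strong as hits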
# Target sequence (P30559 whole entry, looked up): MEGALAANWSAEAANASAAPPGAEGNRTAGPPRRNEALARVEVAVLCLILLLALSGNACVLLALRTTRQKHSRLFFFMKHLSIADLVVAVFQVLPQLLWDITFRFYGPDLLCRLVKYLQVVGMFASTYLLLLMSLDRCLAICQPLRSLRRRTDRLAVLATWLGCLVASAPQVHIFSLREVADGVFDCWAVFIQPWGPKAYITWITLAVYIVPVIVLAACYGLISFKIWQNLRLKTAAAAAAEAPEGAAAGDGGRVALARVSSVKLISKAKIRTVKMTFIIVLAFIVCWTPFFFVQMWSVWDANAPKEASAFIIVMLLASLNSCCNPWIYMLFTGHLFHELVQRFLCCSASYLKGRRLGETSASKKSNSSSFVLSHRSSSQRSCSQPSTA
#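 test system = CHO-OTR cells, human receptor | compound = single-point 3.0 µM | schedule = 6 min compound pre-incubation at room temperature, 100 s kinetic read | signal = Fluo-8 no-wash calcium dye fluorescence, excitation 470-495 nm, emission 515-575 nm | repeats = single well per compound, singlicate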
# M1 ag = activates human CHRM1 receptor; P11229; CHO-K1 hM1, Fluo-8 calcium fluorescence, agonist mode; 0% DMSO, 100% acetylcholine EC100; activation, % at 3 µM; 360,000 compounds, 0.33% hits;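 active means activation above the run's mean compound activation plus 3 SD, cut at about 16% in these data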;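 further: peak over basal fluorescence ratio within a 140 s kinetic read after compound addition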
# CHO parental Ca = signal in parental CHO cells, OX1R antagonist counter-screen. parental CHO-K1, ATP-induced calcium, Fluo-8 fluorescence. inhibition, % at 5.6 µM. 330,000 compounds, 0.63% hits;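 active means inhibition above that plate's mean sample inhibition plus 3 SD, cut at about 26% in these data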;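 further: 0% = ATP-challenged DMSO wells and 100% = DMSO wells without ATP; some compounds past the cut are filed as inactive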
#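 Test system: untransfected parental CHO cell line. Compound: one dose, 5.6 µM nominal. Detection: intracellular calcium via Fluo-8 no-wash fluorescent dye. Measure: % inhibition. Benchmarks: ATP-challenged DMSO wells low, unchallenged DMSO wells high.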
# CHRM4 antagonist = blocks acetylcholine activation of human M4 receptor; P08173; CHO-hM4 cells, ACh EC80, Fluo-8 calcium fluorescence; inhibition, % at 3 µM; 360,000 compounds, 0.73% hits;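 active means inhibition above its plate's cutoff, the mean inhibition of sample wells plus 3 SD, cut at about 27% in these data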;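 further: 0% = acetylcholine EC80 with DMSO and 100% = DMSO without agonist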
# M1 antag = antagonists of human M1 muscarinic receptor; 360,000 compounds, 1.3% hits; inhibition, % at 3 µM; CHO-K1 hM1, Fluo-8 calcium fluorescence, ACh EC80 antagonist; P11229; AID 588852;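 active means percent inhibition above its own plate's cutoff, namely the mean of that plate's compound wells plus 3 SD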;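 further: peak over basal fluorescence ratio during 140 s after agonist addition; 0% = ACh EC80 plus DMSO and 100% = DMSO alone without agonist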
# M1 PAM = positive allosteric modulators of human M1 muscarinic receptor; P11229; CHO-K1 hM1, Fluo-8 calcium fluorescence, ACh EC20; 0% = ACh EC20, 100% = maximal ACh; activation, % at 3 µM; 360,000 compounds, 0.088% hits; AID 588819; in the data active means activation above about 19%, passing the limit was not always enough
# CHO-K1 Ca antag = counter-screen for M1 antagonists: effect in parental CHO-K1 cells; ATP-induced calcium, Fluo-8 fluorescence; inhibition, % at 3 µM; 360,000 compounds, 0.6% hits; AID 602250;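 active means inhibition above a per-plate cutoff, the plate's mean sample inhibition plus 3 SD, cut at about 24% in these data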;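 further: 0% = DMSO plus EC80 ATP and 100% = DMSO alone without ATP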
# Numbers without * were called inactive; · = not tested or not shown. The order is random; 2.9% or so of the library scored in one or more.
SMILES,M1 ag parental,CHRM4 agonist,OXTR potentiator,M1 ag,CHO parental Ca,CHRM4 antagonist,M1 antag,M1 PAM,CHO-K1 Ca antag
C/C(=N\NC(=O)c1ccccc1N)c1ccc(NC(=O)Cc2ccccc2)cc1,0.6,1,·,2,·,-1,-20,12,0
O=c1[nH]c2cc3c(cc2cc1CN(Cc1cccnc1)C(=S)NCc1ccco1)OCCO3,2.9,10,-8,-4,-35,1,6,-1,-3
Cc1cc(S(=O)(=O)N2CCOCC2)ccc1OCC(=O)Nc1ccccc1C(F)(F)F,0.3,1,-6,-2,4,3,-8,2,-16
O=C(NC1CCCCC1)C(c1ccccc1)N(C(=O)c1cccs1)c1ccc2c(c1)OCO2 (stereo not given),-0.2,2,-5,-3,-20,0,-13,9,7
O=C(COC(=O)c1cc(Br)ccc1O)Nc1ccc2c(c1)OCCO2,0.3,0,-8,-2,13,-3,0,1,-11
C[C@H](CO)N1C[C@H](C)[C@@H](CN(C)Cc2ccncc2)Oc2c(NS(=O)(=O)c3cccs3)cccc2C1=O,-0.3,2,3,-5,-1,-4,9,-6,0
Cc1ccsc1C(=O)N1CCC(N2CCC(C(=O)NCC3CCCO3)CC2)CC1 (stereo not given),1.3,1,-8,-4,1,2,0,6,-11
CCc1ccccc1Nc1nc(-c2cccnc2)cs1,0.8,-1,-2,-5,-22,-3,-9,16,-1
O=C(Nc1ccc(O)cc1C(=O)O)c1ccc2c(c1)C(=O)N(Cc1ccco1)C2=O,-0.2,-2,-1,-3,-12,1,-12,6,-6
CN(C(=O)CNC(=O)c1ccc(Br)o1)C1CCCCC1,0.6,2,-2,-3,-4,3,-5,3,-4
O=C(NCCc1ccccn1)c1cc(C(=O)C2CCCCC2)c[nH]1,0.7,1,-8,-3,-14,1,0,-7,-8
CC(NC(=O)c1ccccc1F)C(=O)O (stereo not given),1.0,0,-11,-2,-5,1,-28,8,-11
O=C(O)CCC(=O)NNC(=O)c1cccc(Br)c1,0.3,1,-8,-1,3,-3,6,-6,9
COCC1CCCCN1C(=O)c1ccc2oc(CCc3ccccc3)nc2c1 (stereo not given),4.4,4,-10,1,-4,6,-8,16,2
N#Cc1c(NC(=O)C2C3C=CC(C3)C2C(=O)O)sc2c1CCCCC2 (stereo not given),4.5,5,1,-7,-10,-4,-8,8,-19
Cc1cc(Nc2nnnn2-c2ccccc2)n(-c2ccccc2)n1,0.4,1,-7,-1,-14,8,-6,2,-11
O=C(OCc1nc2ccsc2c(=O)[nH]1)c1cc(Br)c(Br)s1,-0.2,0,-5,-5,-24,-15,-1,2,-3
COC(=O)[C@H](C)NC(=O)Nc1cc(Cl)ccc1C,0.0,0,4,-3,-8,-4,-8,5,-9
COc1ccccc1/C(C)=N/NC(=S)NCc1ccccc1,-0.1,-1,-8,-7,-5,-7,1,1,-13
Cc1csc(=O)n1CCC(=O)O,-0.2,0,-12,0,-9,-5,-9,12,4

# Of the compounds above, these have a furan ring, fused or not.
SMILES,M1 ag parental,CHRM4 agonist,OXTR potentiator,M1 ag,CHO parental Ca,CHRM4 antagonist,M1 antag,M1 PAM,CHO-K1 Ca antag
O=c1[nH]c2cc3c(cc2cc1CN(Cc1cccnc1)C(=S)NCc1ccco1)OCCO3,2.9,10,-8,-4,-35,1,6,-1,-3
O=C(Nc1ccc(O)cc1C(=O)O)c1ccc2c(c1)C(=O)N(Cc1ccco1)C2=O,-0.2,-2,-1,-3,-12,1,-12,6,-6
CN(C(=O)CNC(=O)c1ccc(Br)o1)C1CCCCC1,0.6,2,-2,-3,-4,3,-5,3,-4

# Additional records follow.
SMILES,M1 ag parental,CHRM4 agonist,OXTR potentiator,M1 ag,CHO parental Ca,CHRM4 antagonist,M1 antag,M1 PAM,CHO-K1 Ca antag
CCC(C)[C@H](NC(=O)N1CC(=O)Nc2ccccc21)C(=O)N[C@@H](Cc1c[nH]c2ccccc12)C(=O)O (stereo not given in full),-0.1,1,3,-2,-2,-3,-7,4,4
CC[N+](C)(CC)CCC(c1ccccc1)C1CCCCC1 (stereo not given),0.8,0,-6,-9,10,97*,100*,-29,-8
CCOC(=O)c1ccc(N(C(=O)c2ccco2)C(C(=O)NC2CCCC2)c2ccncc2)cc1 (stereo not given),-0.3,-2,-8,-7,-10,-1,10,2,-12
CCOP(=O)(O)c1ccccc1OCCCCCOc1ccccc1P(=O)(O)OCC,0.9,0,1,0,-4,-3,-27,7,-21
Cc1cccc(C)c1NC(=O)Nc1ccccc1-n1ccnc1,0.9,2,-2,-6,5,-7,0,1,-5
NC(=O)c1ccc(=O)n(Cc2ccc(F)c(F)c2)c1,-0.5,0,-12,-3,6,-2,-2,4,-4
O=S(=O)(NC1CC1)c1ccc(S(=O)(=O)N2CCCc3ccccc32)cc1,11,11,-14,-4,1,5,19,-15,-10
CCCC1NC(=O)c2cccnc2-n2c1nc1ccc(Cl)cc1c2=O (stereo not given),0.1,0,·,-4,·,-1,-9,9,-7
O=C(COC(=O)c1ccc2c(c1)OCCO2)Nc1cccc(S(=O)(=O)N2CCOCC2)c1,3.4,5,-13,-4,4,0,0,4,-19
Cc1ccc2nc3c(cc(C(=O)NCc4ccco4)c(=N)n3C3CCCC3)c(=O)n2c1,-0.2,0,0,-13,-10,1,-7,11,-20
COc1cc([N+](=O)[O-])c(OC)cc1SCc1n[nH]c(=S)n1-c1ccc(C)cc1,1.0,1,-16,0,-12,-2,-9,3,-10
Cc1ccc([C@H]2C[C@H](O)[C@@H](n3cc(C4CC4)nn3)CN2C(=O)C2CCCCC2)cc1,0.4,3,·,-3,·,-19,-10,9,-13
O=C(Cc1ccc(Cl)cc1)Nc1ccc(S(=O)(=O)N2CCOCC2)cc1,8.1,13,-9,4,-6,13,5,1,-8
c1ccc2nc3c(ccc4ccccc43)cc2c1,-0.5,0,·,-1,·,2,-23,15,-6
CCOC(=O)C1(CC2CCCCO2)CCN(Cc2cccnc2)CC1 (stereo not given),-0.3,1,-4,-13,-13,-2,-2,2,3
CCOc1ccc(C=NC23CN4CN(CN(C4)C2)C3)cc1,0.1,0,-9,1,-12,4,1,3,5
O=C1N[C@@H](c2ccccc2)COC(=O)[C@H](Cc2ccc(F)cc2)C/C=C\C[C@H]1CC(=O)N(CCO)Cc1ccccc1,0.4,1,·,-1,·,1,0,3,-9
CN(C)CC(=O)N1c2ccccc2Sc2ccc(Cl)cc21,5.3,1,0,-10,8,68*,99*,-28,-4
O=C(CNC(=O)c1ccc(S(=O)(=O)N2CCCC2)cc1)N/N=C/c1ccccc1,0.7,1,-10,-8,-6,12,-3,2,0
O=C(c1ccc(N2CCCC2)c([N+](=O)[O-])c1)N1CCN(S(=O)(=O)c2ccc(Cl)cc2)CC1,1.1,3,-8,-3,-20,-7,-5,9,-18
Cc1ccc(OCC(=O)Nc2nnc(S(=O)(=O)N3CCCCCC3)s2)cc1,1.0,1,-7,2,3,2,-21,14,-9
CCOc1ccccc1N(CC(=O)Nc1ccccc1C(=O)N1CCOCC1)S(C)(=O)=O,0.7,1,-4,-3,-20,-7,-8,5,-1
O=C(Nc1nnc(CCS(=O)(=O)c2ccc3ccccc3c2)s1)c1cccs1,-0.1,1,-4,-5,-9,-7,-8,5,8
O=C(Nc1cc(S(=O)(=O)N2CCCC2)ccc1Cl)c1cc(F)c(F)c(F)c1F,1.2,0,-1,-1,-22,-4,-10,6,3
CC(c1nc2ccccc2c(=O)[nH]1)N1CCCN(S(=O)(=O)c2ccc(F)cc2)CC1 (stereo not given),5.2,12,-5,-4,-26,-5,-2,-8,-4
COc1ccc(C(=O)CC2OC(=O)c3c2ccc(OC)c3OC)cc1 (stereo not given),0.3,5,-2,1,-1,3,4,6,21
CC1CC(C)CN(C(=O)c2cc(-c3ccncc3)nc3ccccc23)C1 (stereo not given),0.2,2,1,-4,-37,2,-12,8,2
CCOC(=O)N1CCC(NC(=O)c2ccc3c(c2)N=C(CC)c2ccccc2S3)CC1,1.9,3,-3,-3,-18,-3,2,0,-9
O=C(CN1CCCCC1)NCCNC(=O)CN1CCCCC1,0.5,0,-16,-5,3,0,-12,10,6
COc1cc(S(=O)(=O)NCCCn2ccnc2)ccc1F,-0.4,-1,-8,-4,-2,-9,-7,-2,15

# Entries from the list above that have a nitro group on carbon (2):
SMILES,M1 ag parental,CHRM4 agonist,OXTR potentiator,M1 ag,CHO parental Ca,CHRM4 antagonist,M1 antag,M1 PAM,CHO-K1 Ca antag
COc1cc([N+](=O)[O-])c(OC)cc1SCc1n[nH]c(=S)n1-c1ccc(C)cc1,1.0,1,-16,0,-12,-2,-9,3,-10
O=C(c1ccc(N2CCCC2)c([N+](=O)[O-])c1)N1CCN(S(=O)(=O)c2ccc(Cl)cc2)CC1,1.1,3,-8,-3,-20,-7,-5,9,-18

# Additional structures follow:
SMILES,M1 ag parental,CHRM4 agonist,OXTR potentiator,M1 ag,CHO parental Ca,CHRM4 antagonist,M1 antag,M1 PAM,CHO-K1 Ca antag
Cc1cnn(CCC(=O)NNC(=S)Nc2ccc(F)cc2)c1,-0.5,1,1,-3,-5,3,-14,3,1
Cc1cccc(C(C)Nc2ccc([N+](=O)[O-])cn2)c1 (stereo not given),0.1,0,-13,-4,-9,1,-10,5,-3
COC(=O)[C@@]1(C)[C@H]2C(=O)N(C)C(=O)[C@H]2[C@H]2CN=C(SCc3ccc(Cl)cc3)N21,0.5,1,·,0,-5,-3,-10,17,2
Cc1ccccc1-c1nnc2c3ccccc3c(C)nn12,0.6,-1,1,-4,-37,3,-6,12,-5
CCOC(=O)c1c(NC(=O)CSc2nnc(-c3ccncc3)n2Cc2ccco2)sc(C(C)=O)c1C,-0.5,0,·,-4,·,-14,-12,7,2
CCOC(=O)C1=C(c2ccccc2)NC(=O)NC1c1ccc(OC)cc1 (stereo not given),0.8,1,-1,-4,-30,-9,-8,7,-11
COc1ccccc1CN1CCN(Cc2nc(-c3ccc(C)cc3)oc2C)CC1,1.1,0,-1,-8,-24,1,5,-4,6

# Limited to CHRM4 agonist, for 2 of the compounds above:
Molecule,CHRM4 agonist
CCOC(=O)c1ccc(N(C(=O)c2ccco2)C(C(=O)NC2CCCC2)c2ccncc2)cc1 (stereo not given),-2
CCOP(=O)(O)c1ccccc1OCCCCCOc1ccccc1P(=O)(O)OCC,0

# Assay outcomes from PubChem BioAssay.
